GALK inhibitor: qHTS Assay for Inhibitors of Human Galactokinase (GALK); P51570; Purified GALK, Kinase-Glo residual ATP luminescence; Potency, µM (doses to about 57.5 µM), for the others: top-dose activity change, negative = inhibition, hits mostly inhibitors; 270,000 tested, 0.007% active; further: potency means the concentration at half of the fitted maximal effect; on the % scale 0 is the no-effect control and ±100 the full control effect
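5 nM enzyme, 35 uM ATP, 100 uM galactose, 20 mM HEPES pH8.0, 5 mM MgCl2; 1 h RT; residual ATP by Kinase-Glo Plus luminescence, qHTS format.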
TSG101-PTAP inh: qHTS Assay for Iinhibitors of HIV-1 Budding by Blocking the Interaction of PTAP/TSG101 | Fluorescence polarization, FITC-PTAP peptide / Tsg101 binding | Potency, µM (titrated, usually from 115 µM), without a hit: at the top dose activity change, negative = inhibition, most hits filed as inhibitors | 340,000 tested, under 10 active | Tumor susceptibility gene 101 protein (Homo sapiens), Q99816 | AID 493005, 2010; active means well fitted inhibition curve with a large enough effect in the main read-out, with a control signal flat, not every such curve was filed as active; inconclusive means small, poorly fitted or top-dose-only effect, or effect the other way, or a change in a side signal; inactive means no such curve, though single readings can be large or run the other way; further: potency means the concentration at half of the fitted maximal effect; % of control where 0% means no effect
Target sequence (Q99816 whole entry, looked up): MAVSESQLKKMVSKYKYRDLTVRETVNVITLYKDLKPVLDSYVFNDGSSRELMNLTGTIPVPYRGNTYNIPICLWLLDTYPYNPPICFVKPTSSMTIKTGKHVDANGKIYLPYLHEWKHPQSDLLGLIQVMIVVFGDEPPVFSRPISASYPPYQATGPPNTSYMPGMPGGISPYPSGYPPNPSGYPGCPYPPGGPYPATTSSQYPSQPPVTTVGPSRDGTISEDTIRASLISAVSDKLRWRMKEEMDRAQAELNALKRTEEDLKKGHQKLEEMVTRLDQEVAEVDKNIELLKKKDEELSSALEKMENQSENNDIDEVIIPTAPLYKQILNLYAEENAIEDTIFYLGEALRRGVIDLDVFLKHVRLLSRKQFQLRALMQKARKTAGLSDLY
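FP read-out: FITC-PTAP peptide, 50 nM final, binding Tsg101 binding domain, 10 uM final; 20 min, r.t.; 10 mM HEPES pH 7.5, 0.15 M NaCl, 0.01% Tween 20, 3 mM EDTA, 0.1 mM TCEP.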
Tb PFK inh: qHTS Assay to Find Inhibitors of T. brucei phosphofructokinase | T. brucei PFK, ADP-Glo luminescence | ATP-dependent 6-phosphofructokinase (Trypanosoma brucei brucei), O15648 | 330,000 tested, 0.17% active | Potency, µM (top dose mostly 57.5 µM), for the others: top-dose activity, negative = inhibition, usual class: inhibitors;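 further: potency means the concentration at half of the fitted maximal effect; 0% = uninhibited 1x PFK enzyme wells and -100% = no-enzyme wells; nearly all actives have a fitted effect of over 60% in size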
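1.25 nM PFK with 0.5 mM F6P and 0.1 mM ATP in 0.1 M TEA pH 8.0, 5 mM MgCl2, incubated 45 min at room temperature; ADP measured by ADP-Glo luminescence; compounds titrated up to 57 uM.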
Integrin act MD: qHTS for Activators of Integrin-Mediated Alleviation for Muscular Dystrophy. AID 624291, 2012. Potency, µM (highest dose often 38.3 µM), inactives show at the top dose activation, actives largely listed as activators. 350,000 tested, 0.064% active. alpha7betagal myoblasts, beta-gal FDG fluorescence, 48 h;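 further: potency means the concentration at half of the fitted maximal effect; 100% = response of the positive control SU9516; nearly all actives have a fitted effect of over 60% in size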
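Alpha7betagal+/- myoblasts (passage 13) were plated 16-24 hr, then exposed to compounds (1:260 dilution of DMSO stock) for 48 hours at 37C. After MPER lysis, β-galactosidase reporter activity was read as FDG fluorescence (ex 480/em 540) after 30 minutes.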
ASM inhibitor: Inhibitors of Secretory Acid Sphingomyelinase (S-ASM): qHTS | placental ASM, HMU-PC fluorogenic substrate, 60 min | Potency, µM (series often up to 57.5 µM), without a hit: top-dose activity change, negative = inhibition, most hits filed as inhibitors | 340,000 tested, 0.006% active; further: potency means the concentration at half of the fitted maximal effect
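Steps: dispense placental human ASM, pin compound, wait 10 min at room temperature, add HMU-PC0 substrate at 9 uM final, incubate 60 min at 37 °C, add stop solution raising pH to 10, read fluorescence.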
PKM2 activator: qHTS Assay for Activators of Human Muscle isoform 2 Pyruvate Kinase; 260,000 tested, 0.34% active; Potency, µM (highest dose often 57.5 µM), for inactives: at the highest dose activation, hits mostly activators; Pyruvate kinase PKM (Homo sapiens), P14618; purified PKM2, Kinase-Glo ATP luminescence, activation; response scale: 0% is enzyme alone, no compound; further: potency means the concentration at half of the fitted maximal effect; on the % scale 0 is the no-effect control and ±100 the full control effect; nearly all actives have a fitted effect of over 55% in size
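ATP formation by purified human PK-M2, quantified via coupled luciferase luminescence after 1 h at room temperature with 0.1 mM ADP and 0.5 mM PEP final.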
FBPA coupling cs: qHTS Assay for Inhibitors of Fructose-1,6-bisphosphate Aldolase from Giardia Lamblia: Coupling assay counterscreen; coupling enzyme system counterscreen, AmpLite Red fluorescence; activity change, negative = inhibition, % at 58.2 µM, hits read low; 290,000 tested, 0.67% active; in the data active means activity change below about -30%; further: on the % scale 0 is the no-effect control and ±100 the full control effect
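Counterscreen of the coupled detection system alone, without aldolase: glyceraldehyde-3-phosphate coupling enzymes plus AmpLite Red readout. Compounds at 57.5 uM final, 10 min RT preincubation, 20 min RT reaction, fluorescence 525/598 nm.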
Menin MLL FP TR: qHTS Assay for Inhibitors Targeting the Menin-MLL Interaction in MLL Related Leukemias: Competition With Texas Red Labeled MLL-derived Mutant Peptide; Menin + Texas Red MLL mutant peptide, fluorescence polarization; O00255; Potency, µM (highest dose often 61.6 µM), for inactives: at the highest dose FP activity change, negative = inhibition, actives largely listed as inhibitors; 270,000 tested, 0.23% active; active means well fitted inhibition curve with a large enough effect in the polarisation, with a control signal flat, not every such curve was filed as active; inconclusive means small, poorly fitted or top-dose-only effect, or effect the other way, or a change in a side signal; inactive means no such curve, though single readings can be large or run the other way; the % refers to the polarisation; further: potency means the concentration at half of the fitted maximal effect; % of control where 0% means no effect; many of its hits are not listed in these tables
B2AR arrestin: qHTS assay of beta-arrestin-biased ligands of beta2-adrenergic receptor; Beta-2 adrenergic receptor (Homo sapiens), P07550; Potency, µM (doses to about 46.1 µM), for inactives: at the highest dose activation, most hits filed as activators; AID 492947, 2010; beta-arrestin recruitment to beta2AR, cell-based reporter; 330,000 tested, 0.02% active;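 further: potency means the concentration at half of the fitted maximal effect; 0% = DMSO controls and full agonism = EC100 isoproterenol or metaproterenol; nearly all actives have a fitted effect of over 65% in size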
Target sequence (P07550 whole entry, looked up): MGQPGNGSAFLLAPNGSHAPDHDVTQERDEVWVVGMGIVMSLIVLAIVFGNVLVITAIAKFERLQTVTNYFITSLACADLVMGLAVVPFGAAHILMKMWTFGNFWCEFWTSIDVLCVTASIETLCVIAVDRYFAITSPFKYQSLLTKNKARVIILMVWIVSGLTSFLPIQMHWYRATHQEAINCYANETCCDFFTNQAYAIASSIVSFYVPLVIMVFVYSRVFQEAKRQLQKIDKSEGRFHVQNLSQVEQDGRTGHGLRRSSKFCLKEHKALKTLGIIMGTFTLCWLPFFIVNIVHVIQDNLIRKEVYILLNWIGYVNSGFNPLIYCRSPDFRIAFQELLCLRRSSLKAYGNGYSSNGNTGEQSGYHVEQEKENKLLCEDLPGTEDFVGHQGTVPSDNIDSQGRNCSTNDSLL
Chronic BCR inh: qHTS Assay to Find Inhibitors of Chronic Active B-Cell Receptor Signaling; ABC-DLBCL IkBa-CBG/CBR reporter, luminescence ratio, 4 h; Potency, µM (series often up to 46.1 µM), for inactives: at the top dose ratio change, negative = lower green/red ratio, usual class: inhibitors; 340,000 tested, 0.05% active; active means well fitted inhibition curve with a large enough effect in the signal ratio, with a control signal flat, not every such curve was filed as active; inconclusive means small, poorly fitted or top-dose-only effect, or effect the other way, or a change in a side signal; the % refers to the signal ratio;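 further: potency means the concentration at half of the fitted maximal effect; plate controls were basal doxycycline-induced cells for no effect and cells given 10 µM MG132 for full effect; MG132 reads +100%, hits lower the ratio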
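TMD8 human ABC-DLBCL cells with doxycycline-inducible IκBα–green luciferase fusion and unfused red luciferase, in 0.5% FBS medium; compounds up to 46 uM, 4 h at 37C. Green/red luminescence ratio, filter-overlap corrected, fitted to concentration-response curves.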
Giardia kill: Small Molecules that selectively kill Giardia lamblia: qHTS; Giardia lamblia trophozoite viability; activity change, % at 7.66 µM, hits read low; 340,000 tested, 0.15% active; in the data active means activity change below about -80%; inconclusive means between about -30% and that limit;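 further: parasites exposed to compound for two days anaerobically before the ATP read; on the % scale 0 is the no-effect control and ±100 the full control effect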
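Luminescence from cellular ATP indicates surviving trophozoites (100 cells/well) following 48 hrs anaerobic compound treatment at 37 deg C; signal develops 15-30 min at room temperature.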
Starred values were filed as active, the others as inactive; ? = inconclusive; nt = not tested or not shown. Unless noted, the call rests on the fitted dose curve; in most records, active means well fitted curve in the direction sought with a large enough effect; inconclusive means small, poorly fitted or top-dose-only effect, or another doubt; inactive means no such curve, though single readings can be large; an effect the other way counts as inactive or inconclusive. The list is partial; rates above refer to the full screens.

entry	structure	Chronic BCR inh	Integrin act MD	Giardia kill	GALK inhibitor	FBPA coupling cs	TSG101-PTAP inh	Menin MLL FP TR	Tb PFK inh	PKM2 activator	ASM inhibitor	B2AR arrestin
1	CCS(=O)(=O)Nc1ccc(C2=NN(C(=S)Nc3ccccc3)C(c3ccco3)C2)cc1 (centres undefined)	-3%	-28%	9	0%	0	2%	?	-4%	0%	nt	4.9%
2	CC(=O)Nc1ccccc1OCC(=O)NC(C)c1ccc(F)cc1 (centres undefined)	-6%	4%	13	-1%	3	-3%	8%	-8%	-1%	5%	-0.2%
3	COc1ccc(NC(=O)CCN2CCCCCC2)c(OC)c1	0%	5%	4	3%	-3	-3%	-1%	-1%	-2%	5%	-0.2%
4	CCCCOc1ccc(CNn2c(C)nc3ccccc3c2=O)cc1	-3%	0%	6	6%	1	-4%	nt	-2%	-2%	-7%	-0.3%
5	O=S(=O)(Nc1ccncc1)c1ccccc1	0%	25%	1	2%	-1	-2%	15%	-3%	1%	2%	-0.5%
6	O=C(Nc1ccccc1)Nc1ccc(F)c([N+](=O)[O-])c1	2%	-29%	-18	1%	0	-8%	?	-24%	-21%	-6%	-0.7%
7	O=C(NC(=S)NCCc1ccccc1)c1ccco1	?	27%	2	-3%	-1	1%	13%	3%	6%	0%	0.1%
8	CCOC(=O)N1CCN(c2ccc(F)cc2[N+](=O)[O-])CC1	?	2%	2	nt	0	2%	1%	-8%	-4%	-4%	-0.6%
9	COc1ccccc1NC(=O)Nc1nc(CC(=O)Nc2ccc(F)cc2)cs1	-5%	21%	7	nt	nt	-4%	nt	-1%	nt	-14%	-0.8%
10	CC(=O)N1CCN(c2ccc(NC(=O)c3cccc([N+](=O)[O-])c3)cc2)CC1	1%	-29%	8	4%	0	-4%	0%	-2%	-1%	-2%	-0.9%
11	Cn1ncc2c(NCc3ccccc3)nc(NCCCO)nc21	3%	-5%	4	-1%	-5	-4%	6%	-4%	-11%	4%	0.5%
12	Nc1cc(N)nc(SCC(=O)NCC2CCCO2)n1 (centres undefined)	-4%	-4%	5	1%	4	-4%	9%	3%	3%	0%	-0.2%
13	CC(=O)c1c(C)[nH]c(C(=O)Nc2ccc(C)cn2)c1C	?	3%	?	2%	0	-7%	6%	0%	1%	1%	-0.3%
14	Cc1ccc(SCCOCCN2CC(C)OC(C)C2)cc1 (centres undefined)	2%	-20%	-10	-2%	3	0%	nt	4%	-7%	-2%	-0.7%
15	Cc1ccc(/C=N\NC(=O)C2COc3cc4ccccc4cc3O2)o1 (centres undefined)	?	6%	-5	-4%	4	-3%	?	15%	?	-16%	-0.2%
16	O=C(CN1c2ccccc2Sc2ccccc21)N/N=C/c1ccc([N+](=O)[O-])cc1	-3%	-10%	18	2%	-4	-3%	nt	0%	-1%	-11%	-0.6%
17	Cc1cccc(NC(=O)Cn2nnc(-c3cccs3)n2)c1C	?	2%	12	1%	1	-5%	-9%	0%	-3%	0%	-1.0%
18	CCc1ccccc1NC(=O)C1=CC(c2ccc(OC)c(OC)c2)=NS(=O)(=O)N1C	1%	-15%	-17	nt	1	-2%	10%	0%	6%	17%	0.1%
19	CCN(CC)S(=O)(=O)c1cc(C(=O)Oc2cccc(-c3cnc4ccccc4n3)c2)ccc1OC	1%	-7%	-7	2%	-1	-4%	?	-1%	1%	-4%	-0.4%
20	CC(C)(C)C(=O)Nc1nnc(COc2ccc(Cl)cc2)s1	-2%	10%	-16	-1%	-7	0%	nt	0%	3%	-2%	-1.0%
21	COC(=O)c1cc(CSc2nnc(NC3CCCCC3)s2)oc1C	10%	-25%	7	0%	1	-7%	-1%	-5%	4%	1%	0.1%
22	COC(=O)CCC(=O)Nc1sc(C)c(C)c1C(N)=O	-1%	4%	-7	1%	2	-3%	-2%	-11%	-7%	5%	-0.4%
23	Cc1ccc(C2NC(=O)NC(O)(C(F)(F)F)C2C(=O)c2cccs2)o1 (centres undefined)	-5%	-22%	-8	0%	-6	-9%	1%	-3%	1%	6%	-0.1%
24	Cc1ccc(C23CCC(=O)N2C(C(=O)O)CS3)c(C)c1 (centres undefined)	0%	16%	-19	1%	2	1%	0%	3%	0%	-21%	-0.2%
25	O=[N+]([O-])c1ccc(S(=O)(=O)NCC(c2ccco2)N2CCc3ccccc3C2)cc1 (centres undefined)	-10%	0%	-20	nt	nt	-1%	nt	1%	nt	-2%	-1.0%
26	CC(=O)N/C(=C\c1ccc(F)cc1)C(=O)NC(Cc1ccccc1)C(=O)O (centres undefined)	5%	-37%	-20	nt	3	0%	nt	-4%	-1%	0%	-0.7%
27	Cc1nn(-c2ccccc2)c2c1C(c1ccc(Cl)cc1)N(c1ccccc1)C(=O)N2 (centres undefined)	-6%	16%	-9	2%	5	-4%	3%	-5%	-3%	-19%	1.2%
28	CCCCn1c(N)c(N(CCOC)C(=O)COC(=O)c2ccccc2OCC)c(=O)[nH]c1=O	1%	9%	-21	-4%	0	-2%	12%	1%	-2%	0%	2.7%
29	COC(=O)[C@@H]1CCCN1C(=O)c1cc(COc2cccc3cccnc23)on1	?	18%	-1	1%	nt	0%	nt	-1%	0%	0%	-0.5%
30	COc1ccc(N2CCN(c3ncnc4scc(-c5ccc(F)cc5)c34)CC2)cc1	-6%	-35%	16	-1%	0	1%	-6%	0%	-3%	nt	0.5%
31	Cc1nn(C)cc1CNC(=O)c1cccc(Br)c1	-8%	8%	12	0%	-3	-10%	5%	-14%	-3%	0%	-1.2%
32	CCCn1nnnc1SCC(=O)N1CCN(C(=O)c2ccco2)CC1	4%	-4%	-10	-1%	4	-2%	-16%	-1%	1%	0%	-0.1%
33	CCOC(=O)c1[nH]c(C)c(/C(O)=C2\C(=O)C(=O)N(CCN(C)C)C2c2ccncc2)c1C (centres undefined)	?	9%	9	-4%	-1	-2%	-1%	3%	2%	-2%	0.4%
34	CC(=O)c1cccc(NC(=O)C2CC(c3ccc(F)cc3)=NO2)c1 (centres undefined)	?	26%	21	0%	-2	-2%	0%	3%	-3%	2%	0.3%
35	O=C1c2cccnc2C(=O)N1Cc1ccc2c(c1)OCO2	5%	-16%	-11	0%	1	-4%	2%	6%	7%	-1%	0.4%

Full records, looked up by structure. Screens in order: Chronic BCR inh	Integrin act MD	Giardia kill	GALK inhibitor	FBPA coupling cs	TSG101-PTAP inh	Menin MLL FP TR	Tb PFK inh	PKM2 activator	ASM inhibitor	B2AR arrestin
Record of COC(=O)CCC(=O)Nc1sc(C)c(C)c1C(N)=O = -1%	4%	-7	1%	2	-3%	-2%	-11%	-7%	5%	-0.4%
Record of Cc1ccc(C23CCC(=O)N2C(C(=O)O)CS3)c(C)c1 (centres undefined) = 0%	16%	-19	1%	2	1%	0%	3%	0%	-21%	-0.2%
Record of CC(=O)c1cccc(NC(=O)C2CC(c3ccc(F)cc3)=NO2)c1 (centres undefined) = ?	26%	21	0%	-2	-2%	0%	3%	-3%	2%	0.3%

Screening results: PubChem BioAssay, National Center for Advancing Translational Sciences (NCATS)
